# GLP-1R agonist: agonists of human GLP-1 receptor; P43220; HEK293 GLP-1R CRE-luciferase, luminescence, 4-6 h; cells express a hypersensitive GLP-1R form; Potency, µM (top dose mostly 45.6 µM), without a hit: at the highest dose activation, usual class: activators; AID 624172; hit rate 0.007% among 380,000; note: potency is the fitted concentration of half-maximal effect; % of control where 0% means no effect
# Target sequence (P43220 whole entry, looked up): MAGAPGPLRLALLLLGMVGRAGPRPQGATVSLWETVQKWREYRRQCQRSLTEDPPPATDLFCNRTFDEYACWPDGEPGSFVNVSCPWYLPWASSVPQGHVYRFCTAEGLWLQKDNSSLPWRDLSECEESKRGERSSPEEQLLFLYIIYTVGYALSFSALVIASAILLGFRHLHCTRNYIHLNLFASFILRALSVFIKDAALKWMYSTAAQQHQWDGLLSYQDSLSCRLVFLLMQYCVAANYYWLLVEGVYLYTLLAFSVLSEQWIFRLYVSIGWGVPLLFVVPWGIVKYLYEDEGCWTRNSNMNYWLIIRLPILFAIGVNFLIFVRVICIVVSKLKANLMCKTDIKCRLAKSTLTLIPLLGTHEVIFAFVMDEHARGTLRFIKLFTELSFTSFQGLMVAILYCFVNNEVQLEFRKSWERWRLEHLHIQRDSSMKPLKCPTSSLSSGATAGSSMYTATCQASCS
# GLP-1R inv ag: acts as inverse agonist at human GLP-1 receptor | hit rate 1.6% among 410,000 | Potency, µM (top dose mostly 38.3 µM), inactives show at the top dose activity change, negative = inhibition, actives largely listed as inhibitors | AID 624417 | HEK293 GLP-1R CRE-luciferase, luminescence, 24 h; GLP-1R form is constitutively active | P43220; note: potency is the fitted concentration of half-maximal effect; % is set by controls: 0 for no effect and ±100 for the full control effect; nearly all actives have a fitted effect of over 55% in size
#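 Inverse agonism was detected as reduced cAMP-driven luciferase luminescence after 24 h compound treatment. The cells were HEK293 clones expressing constitutively active human GLP-1R with the reporter. Reporter-only and GPR119 cell lines served as counterscreen controls.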
# IL-2 act: IL-2 activation. IL-2 activation reporter assay, cell-based qHTS; stimulated with anti-CD3/CD4/CD28 beads; in transgenic mouse T cells. activation, % (series mostly up to about 46 µM). hit rate 0.065% among 360,000; in the data active = activation above about 50%; inconclusive = mostly about 30% to 49%; note: 0% is about no effect
#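 Unstimulated transgenic mouse T cells preincubated 60 min with compound, then stimulated with anti-CD3/anti-CD4-coated beads plus anti-CD28 for 18 h at 37 degrees C. IL-2 response read as EGFP and DsRed fluorescence by plate cytometry.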
# PLK1 PBD block: blocks phosphopeptide binding to human PLK1 polo-box domain. Plk1 PBD binding of FITC phosphopeptide, fluorescence polarization. Potency, µM, for inactives: max response, negative = inhibition, most hits filed as inhibitors. hit rate 2.8% among 360,000. AID 720504; note: potency is the fitted concentration of half-maximal effect; series mostly up to about 57 µM; % is set by controls: 0 for no effect and ±100 for the full control effect; nearly all actives have a fitted effect of over 65% in size
# EPAC1 antag: blocks human EPAC1 exchange factor; O95398; EPAC1 GEF assay, Rap1b-BODIPY-GDP exchange fluorescence; Potency, µM (top dose mostly 115 µM), for the others: at the highest dose activity change, negative = inhibition, actives largely listed as inhibitors; hit rate 0.14% among 360,000;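 note: potency is the fitted concentration of half-maximal effect; plate controls were vehicle for no effect and positive control for full effect; nearly all actives have a fitted effect of over 50% in size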
# PTHR1 ag: activates the human parathyroid hormone receptor PTHR1 | HEK293 GP2 PTHR1 cells, GloSensor cAMP luminescence, 1 h | AID 743266 | hit rate 0.075% among 410,000 | Potency, µM (series often up to 115 µM), for inactives: at the top dose activation, hits mostly activators; note: potency is the fitted concentration of half-maximal effect; nearly all actives have a fitted effect of over 55% in size; some results filed as inactive show a strong effect at the top dose; inactives centre near -15; many of its hits are not listed in these tables
# Target sequence (Q03431 whole entry, looked up): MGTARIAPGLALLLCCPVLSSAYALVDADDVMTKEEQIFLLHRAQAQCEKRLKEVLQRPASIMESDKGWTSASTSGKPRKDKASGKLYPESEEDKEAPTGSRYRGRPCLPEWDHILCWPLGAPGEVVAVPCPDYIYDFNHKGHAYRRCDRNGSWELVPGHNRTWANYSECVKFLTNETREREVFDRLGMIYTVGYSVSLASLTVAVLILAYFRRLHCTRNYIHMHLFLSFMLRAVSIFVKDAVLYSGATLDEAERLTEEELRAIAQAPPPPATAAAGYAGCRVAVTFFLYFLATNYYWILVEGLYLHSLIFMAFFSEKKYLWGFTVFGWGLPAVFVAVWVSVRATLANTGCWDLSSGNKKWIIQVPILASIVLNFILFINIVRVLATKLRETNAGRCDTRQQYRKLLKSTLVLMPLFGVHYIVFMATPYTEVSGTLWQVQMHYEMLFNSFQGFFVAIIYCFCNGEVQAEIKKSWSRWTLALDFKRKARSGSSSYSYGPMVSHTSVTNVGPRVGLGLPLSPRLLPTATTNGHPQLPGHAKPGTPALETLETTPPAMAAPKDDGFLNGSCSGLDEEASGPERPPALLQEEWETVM
#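 HEK-293-derived GP2 cells expressing PTHR1 and a GloSensor cAMP reporter, 3,000/well, plated overnight, given luciferin plus IBMX (each 0.5 mM as added) for 1 h at 37 °C, then compound for 1 h at 37 °C. Luminescence was read after 15 min at room temperature.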
# GLP1R cytotox: cytotoxicity in counter-screen for GLP-1R inverse agonists | HEK293 cAMP-luciferase reporter cells, luminescence, 24 h | Potency, µM (titrated, usually from 38.3 µM), for the others: at the highest dose activity change, negative = inhibition, most hits filed as inhibitors | hit rate 0.13% among 410,000;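 note: loss of luciferase light is scored as toxicity; potency is the fitted concentration of half-maximal effect; % is set by controls: 0 for no effect and ±100 for the full control effect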
#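 Compound-treated cells are incubated 24 hr at 37 deg C under 5% CO2 after a 12 hour attachment period, then luciferase detection reagent is added and luminescence is measured following 12 min at room temperature; lowered signal indicates toxicity.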
# PI5P4Ka inh: PI5P4K alpha (human) kinase inhibition; hit rate 1.2% among 330,000; max response, %; AID 652105; PI5P4Kalpha enzyme, ADP-Glo luminescence, 60 min; stronger effect = lower value; active = max response of -50% or lower; inconclusive = between -30% and -50%; inactive = -30% or higher; note: value at the top dose of about 77 µM; % is set by controls: 0 for no effect and ±100 for the full control effect
#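 Controls without substrate or without enzyme flank wells where PI5P4Kalpha converts substrate using 5 microM ATP (final). Incubation lasts 60 minutes at room temperature; ADP formed is read by ADP-Glo luminescence.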
# EPAC1 ag: activates human EPAC1 exchange factor. O95398. EPAC1 agonist qHTS, biochemical assay; response scale: 100% = response to 6.5 mM cAMP. Potency, µM (highest dose often 154 µM), inactives show at the top dose activation, usual class: activators. hit rate 0.073% among 360,000. AID 720707; note: potency is the fitted concentration of half-maximal effect; nearly all actives have a fitted effect of over 60% in size
#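 Nucleotide exchange assay: 100 nM EPAC1 with 250 nM Rap1B loaded with BODIPY-GDP and 50 uM GDP, room temperature. Fluorescence (480/540 nm) read every 5 min for 30 min; signal change normalized to 6.5 mM cAMP as full agonist.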
# Numbers without * were called inactive; i = inactive; ? = inconclusive; · = no result given; [ ] = remark or other dose. Unless noted, calls come from the whole dose curve; as a rule, active = well fitted curve in the direction sought with a large enough effect; inconclusive = small, poorly fitted or top-dose-only effect, or another doubt; inactive = no such curve, though single readings can be large; an effect the other way counts as inactive or inconclusive.
# Order of results – GLP-1R agonist | GLP-1R inv ag | IL-2 act | PLK1 PBD block | EPAC1 antag | PTHR1 ag | GLP1R cytotox | PI5P4Ka inh | EPAC1 ag
- Clc1ccc(-c2nnc3n2-c2ccccc2SC3)cc1
→ 10.5% | ? | -3.3 | -11.2% | -25.1% | -7.5% | ? | ? | -5.1%
- CCCn1c(=O)c2ccccc2n2c(SCCOc3ccccc3)nnc12
→ 4.1% | 5.7% | -2.2 | -1.8% | -25.2% | i | ? | · | 9.2%
- CCCCNC1=NCCS1
→ -0.8% | 4.7% | 0.5 | -3.7% | 27.2% | i | 12.1% | -10.5 | 0.4%
- CCOC(=O)N1CCC(C(=O)Nc2ccc(OCC)cc2)CC1
→ -4.8% | -0.7% | -0.7 | -0.2% | 10.2% | i | 0.5% | -8.0 | 2.0%
- O=C(O)CSCc1cnn(-c2ccccc2)c1-n1cccc1
→ 11.6% | 0.0% | -0.1 | -13.3% | 4.3% | ? | -4.1% | · | -7.9%
- O=C(NCCOc1ccccc1)C1CCC(=O)N(Cc2ccc(Cl)cc2)C1 (stereo not given)
→ 0.9% | -13.7% | -4.6 | -9.3% | 4.6% | -10.1% | -10.9% | -0.9 | 3.0%
- O=C(COc1ccc2ccccc2c1Br)Nn1cnnc1
→ -0.6% | 5.9% | -2.7 | -7.7% | 1.7% | i | 0.6% | · | -0.4%
- COc1ccccc1N1CC(C(=O)OCc2nc(N)nc(Nc3ccccc3)n2)CC1=O (stereo not given)
→ 4.5% | 0.7% | 0.2 | -14.7% | ? | i | -3.2% | 3.8 | 6.9%
- CC1CCCC(NC(=O)C2CCN(S(=O)(=O)N3CCCCCC3)CC2)C1C (stereo not given)
→ -0.4% | 19.5% | 0.8 | 11.5% | 6.6% | -20.9% | -4.6%[1.53 µM] | -4.1 | -28.6%
- COC(=O)c1sc2nc(-c3ccccc3)nc(N3CCN(C)CC3)c2c1C
→ 3.3% | ? | 1.8 | 0.8% | -18.5% | -37.5%[inhibitor] | 1.1% | 14.8 | 8.2%
- O=C(c1ccc2c(c1)N(Cc1ccccc1F)C(=O)c1ccccc1S2(=O)=O)N1CCOCC1
→ 2.0% | 10.6% | · | · | · | -11.4% | 0.5% | · | ·
- C=CCN1C(=NC(=O)CCC)SC2CS(=O)(=O)CC21 (stereo not given)
→ 0.3% | 0.4% | -0.2 | -0.6% | 12.5% | i | -20.3% | · | -1.6%
- O=C1NN(c2ccccc2)C(=O)/C1=C\c1ccc2c(c1)OCO2
→ -15.1% | ? | 1.9 | 26.7µM* | -7.4% | i | 19.8% | 1.8 | 11.2%
- OC(CSc1ccc(F)cc1)CN1CCN(c2ccccc2)CC1 (stereo not given)
→ 12.1% | ? | -0.1 | -13.9% | -26.7% | -9.1% | -5.9% | 2.2 | -0.5%
- C[C@@H]1CN([C@@H](C)CO)S(=O)(=O)c2ccc(/C=C/c3ccccc3)cc2O[C@@H]1CN(C)Cc1ccc(C(=O)O)cc1
→ 27.6% | 42.0%[activator] | -3.0 | -19.6% | -10.2% | -27.3% | -0.3% | -2.1 | 13.3%
- Cc1nc2c(-c3ccc(F)cc3)c(C)nn2c(C)c1CCC(=O)N1CCN(c2ccccn2)CC1
→ -2.7% | -5.6% | -2.9 | -2.1% | -4.7% | i | -8.2% | 2.4 | 0.5%
- CCOc1cc(CNCc2cc(OC)cc(OC)c2)ccc1OC
→ 17.5% | -6.2% | -0.5 | -8.1% | 10.0% | -25.8% | 2.5% | 0.3 | 0.1%
- O=C(CCc1ccccc1)NNC(=S)NC(=O)c1ccc(Cl)cc1
→ -6.3% | 0.0% | 0.0 | -26.8% | -0.8% | -40.7%[inhibitor][57.5 µM] | -26.1% | · | 7.1%
- O=C(Nc1ccc(F)c(Cl)c1)c1csc([C@@H]2C[C@H](O)[C@@H](CO)O2)n1
→ -3.8% | 26.0% | 0.4 | 2.8% | -6.3% | -25.1% | 6.2% | -1.1 | -8.9%
- COC(CNC(=O)Cn1nc(Cc2ccncc2)c2ccccc2c1=O)OC
→ -1.9% | 5.9% | 0.2 | -12.6% | 4.4% | -18.3% | 4.8% | 4.7 | 6.8%
- COCc1cc(=O)[nH]c(SCC(=O)Nc2ccccc2)n1
→ -13.6% | 3.0% | -0.8 | -6.9% | 6.4% | -9.9% | 1.8% | -10.4 | 4.2%
- CC1CCCCN1C/C=C/c1ccccc1[N+](=O)[O-] (stereo not given)
→ -0.9% | 10.6% | -3.4 | -0.4% | 3.9% | i | -10.4% | · | -1.2%
- Cc1ccc(Cl)cc1NS(=O)(=O)c1c(C)[nH]c(=O)[nH]c1=O
→ 19.7% | 0.0% | -1.6 | -0.8% | -16.7% | i | 9.4% | 1.3 | 7.5%
- Cc1ccc(C2(c3ccccc3)NC(=O)N(CC(=O)NCc3ccccc3)C2=O)cc1C (stereo not given)
→ -0.3% | 6.31µM* | 9.7 | 3.3% | -26.6% | -7.8% | -16.7% | -0.2 | 0.5%
- CN(C)CCCN(C(=O)c1ccc(S(=O)(=O)N(C)C)cc1)c1nc2cc3c(cc2s1)OCO3
→ -0.4% | ? | -1.4 | -14.6% | -7.1% | -17.3% | 6.8% | 4.0 | -3.9%
- COc1cccc(NC(=O)Nc2cccn(Cc3ccc(C)cc3)c2=O)c1
→ 7.3% | ? | -0.5 | -11.3% | -7.8% | -50.7%[inhibitor] | -4.1% | 0.9 | 10.3%
- COC(=O)C1=C(CSc2nc3c(cc2C#N)CN(C)CC3)OC(N)=C(C#N)C1c1ccc(F)cc1 (stereo not given)
→ 1.9% | -1.3% | 2.7 | -18.6% | ? | -4.3% | 15.9% | · | 6.1%
- COc1cccc(NC(=O)C2CCCN(S(C)(=O)=O)C2)c1 (stereo not given)
→ -5.6% | 33.2%[activator] | -2.2 | -13.3% | 38.4%[activator] | i | 2.7% | -8.5 | -0.7%
- Oc1ccc[n+](CC(O)c2ccccc2)c1 (stereo not given)
→ 8.8% | 12.1% | -2.8 | -8.1% | -9.6% | i | 2.7% | -1.7 | -10.4%
- CCOC(=O)c1[nH]cnc1C(=O)Nc1ccc([N+](=O)[O-])cc1
→ 18.1% | 45.7%[activator] | 1.9 | -0.6% | -1.2% | i | 1.2% | -18.5 | 4.7%
- CC(NC(=O)CN(C)S(=O)(=O)c1ccc(Br)s1)c1ccccc1 (stereo not given)
→ 10.5% | -17.0% | -0.8 | 4.4% | 5.5% | -9.4% | -0.3% | 2.3 | -1.3%
- CCOC(=O)c1c(C)[nH]c(C(=O)CN(C)CC(=O)Nc2ccccc2C(F)(F)F)c1C
→ 29.4% | ? | 1.5 | 2.9% | -0.6% | i | 0.5% | -2.2 | -2.9%
- Cc1onc(-c2ccccc2)c1C(=O)NCCc1ccc(S(N)(=O)=O)cc1
→ 6.1% | 0.0% | -0.3 | 3.7% | 2.1% | i | -1.7% | · | 8.1%
- O=c1[nH]c(SCc2ccccc2F)nc2ccccc12
→ 11.2% | -7.1%[7.66 µM] | -0.4 | -3.3% | -12.9% | i | -3.4%[7.66 µM] | -0.8 | 1.7%
- CON(C)S(=O)(=O)c1ccc2c(c1)NC(=O)C1CCCN21 (stereo not given)
→ -18.3% | 37.2%[activator] | -2.4 | ? | -0.2% | -14.3% | 64.8%[activator] | -24.2 | 13.0%
- C#CCOCCOCCOCCNc1nc(N2CCN(C(=O)[C@H](CCC(=O)O)n3cc(C(N)CO)nn3)CC2)nc(N2CCN(C(=O)[C@H](Cc3ccc(O)cc3)n3cc(C(N)[C@H](C)CC)nn3)CC2)n1 (stereo not given in full)
→ -4.6% | 2.1% | 2.8 | -12.1% | 0.0% | -6.7% | ? | -4.8 | -1.9%
- COc1cc(CNc2ccc3c(c2)CCC3)cc(OC)c1O
→ 2.7% | 1.6% | -0.2 | ? | -6.4% | -12.8%[57.5 µM] | 2.9% | · | 9.6%
- COC(=O)Nc1c(-c2ccccc2)nc2ccc(C)cn12
→ 4.0% | -6.5% | -0.1 | -10.7% | 2.3% | i | -0.9% | 0.6 | 7.1%
- CC(C)(C)c1ccc(-c2nc3cc(N)ccc3o2)cc1
→ 2.3% | 3.1% | -4.2 | -10.7% | -8.9% | -89.9%[inhibitor] | 27.4% | 12.2 | 11.6%
- COc1cc(NS(=O)(=O)c2ccc(NC(=S)NC(=O)c3ccc(F)c(F)c3)cc2)nc(OC)n1
→ -5.9% | 24.8% | 1.0 | -27.9% | -4.1% | 16.2% | 2.4% | -1.8 | -9.0%
- O=C(CN(C(=O)CSc1nc2ccccc2o1)c1cccc(F)c1)NC1CCCCC1
→ -0.3% | 29.6% | -1.5 | -6.2% | 1.3% | -24.4%[57.5 µM] | -14.8% | · | 4.0%
- Cc1ccc(-n2c(SCC(=O)NCc3cccs3)nnc2-c2ccoc2C)cc1
→ -0.2% | ? | 1.3 | -24.8% | -4.3% | i | -5.7% | 0.2 | -5.8%
- CC1CCN(Cc2c(C(=O)N/N=C/c3cc(Br)ccc3O)nnn2-c2nonc2N)CC1
→ -1.4% | 3.98µM* | 0.2 | -0.9% | -24.7% | i | 123.9%[activator] | 4.1 | -15.0%
- Cc1cc(N2CCN(c3nc(-c4ccccc4)cs3)CC2)c2ccccc2n1
→ -6.3% | -4.8%[0.307 µM] | -0.2 | -2.9% | -5.9% | -28.8% | -1.1%[0.307 µM] | 3.8 | -10.2%
- O=C(Nc1cccc([N+](=O)[O-])c1)c1ccc2c(c1)OCO2
→ 0.4% | 8.6% | -1.7 | 8.3% | -3.9% | -21.9% | 1.5% | 2.1 | -8.5%
- O=C(C1=C(O)C(=O)N(c2nc3ccc(Cl)cc3s2)C1c1ccco1)c1ccco1 (stereo not given)
→ -4.6% | -1.6% | 0.0 | 21.2µM* | ? | -60.2%[inhibitor] | -10.9% | -74.0* | -6.8%
- CCCc1cc(=O)[nH]c2nnc(SCC(=O)NCc3ccc4c(c3)OCO4)n12
→ -6.4% | 13.7% | -1.0 | -2.4% | 14.0% | i | 4.2% | -1.5 | -10.9%
- CCOC(=O)N1CCN(C(=O)Cc2cccc3ccccc23)CC1
→ 4.8% | 17.5% | -0.7 | -8.2% | -26.0% | -11.5% | -21.0% | -0.1 | 5.1%

# Screens: PubChem, National Center for Advancing Translational Sciences (NCATS)

# Not all compounds are listed; the hit share may differ from the screen's.
